Screening results (PubChem)
CFTR F508del cor – F508del CFTR correction, initial screen, CFBE line, single point; CFBE cells, YFP halide quenching; stimulated with forskolin plus potentiator P3; % fluorescence drop versus neutral controls; activity (quench increase), % at 7.58 µM; hit rate 0.36% among 350,000; AID 720511, 2013;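 active = mean added fluorescence quench of at least 8% versus neutral control, with both replicates also reaching 8%; inconclusive = only one of the mean or replicate conditions met; inactive = mean below 8% and not both replicates reaching 8%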;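 also: cells transiently co-express mutant CFTR-F508del with the halide-sensitive YFP; corrector assay measuring rescue of mutant channel to the surface after 24 h compound exposure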
PglD DTNB – C. jejuni PglD acetyltransferase inhibitors, primary screen, biochemical, DTNB colorimetric, single point | UDP-N-acetylbacillosamine N-acetyltransferase PglD (Campylobacter jejuni) | inhibition, % at 12.5 µM | AID 602405, 2012 | purified PglD enzyme, DTNB colorimetric CoA detection | hit rate 0.098% among 360,000; in the data active = inhibition above about 16%, passing the limit was not always enough; inconclusive = no clear call, values can overlap the other calls; also: strong numbers were not always called active
INS-1E GSIS act – GLuc luminescence reporter in INS-1E cells, primary screen for activators of glucose-dependent secretion of insulin; AID 743287, 2014; hit rate 0.61% among 370,000; activation, % at 16.6 µM; INS-1E GLuc reporter insulin secretion, 2-3 h;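 active = lowest replicate activation of at least 40%, so every replicate reaches that level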;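 also: 0% = median of neutral control wells and 100% = median of IBMX positive control wells; some compounds called inactive have numbers as strong as hits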
PGC1a acetyl inh – inhibitors of PGC1a acetylation signal, primary screen, cell-based, U2OS, AlphaScreen, inhibitor mode; AlphaScreen anti-acetyl-lysine; with virally co-expressed GCN5 acetyltransferase; inhibition, % at 15.6 µM; hit rate 0.17% among 350,000;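 active = every replicate shows inhibition of at least 40%; inconclusive = mean inhibition at least 40% but some replicate below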;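 also: 0% = neutral control wells and 100% = positive control wells; some results beyond the cut were filed as inactive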
C2C12 statin – suppressors of statin myotoxicity in C2C12 myotubes, primary screen, cell-based, single point, plate reader. C2C12 myotubes + simvastatin, ATP luminescence, 48 h; scaled: DMSO 0, geranylgeraniol control 100. rescue of ATP level, % at 7.49 µM. hit rate 0.78% among 330,000. AID 602340, 2012;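 active = mean ATP rescue above about 67%, or every replicate alone reaching that limit, limit read from the data, passing the limit was not always enough; inconclusive = no clear call, values can overlap the other calls; inactive = mean under the limit and some replicate under it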;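 also: myotubes were challenged with 10 µM simvastatin during compound exposure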
Cneo AK release – Cryptococcus neoformans cell lysis inducers, primary screen, AK release luminescence, single concentration | C. neoformans lysis, adenylate kinase release luminescence, 4 h; normalised: neutral wells 0, clomiphene wells 100 | lysis activity, % at 15 µM | hit rate 0.2% among 360,000;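 active = mean lysis activity across replicates of at least 80%, whatever share of replicates individually reach that level; inactive = mean lysis activity below 80%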
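Material – log-phase Cryptococcus neoformans yeast cells · Input – 5 × 10^6 yeast cells/mL · Medium – fresh YPD growth medium · Doses – single compound concentration per well · Timing – static 4 h at 37 °C with compound, 1 h detection · Detection – adenylate kinase release luminescence · Read-out – signal increase indicating cell lysis · Control set – Clomiphene as positive lysis control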
miR-122 sensor – miR-122 Renilla sensor signal increase in Huh7, primary screen, miR-122 inhibitor project, cell-based, single point, plate reader | hit rate 0.3% among 340,000 | Huh7 miR-122 Renilla luciferase sensor, 48 h; neutral wells = 0, positive control = 100 | activation (reporter increase), % at 12.5 µM;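 active = mean replicate activation score at least 90 and every replicate individually at or above 90; inconclusive = only one of the two criteria met; inactive = neither criterion met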;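 also: higher luciferase means less miR-122 activity so hits act as miR-122 inhibitors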
FN deposit inh – inhibitors of fibronectin matrix deposition, primary screen, AH1F cells, Alexa488-fibronectin fluorescence, plate reader; AH1F fibroblasts, overnight; inhibition, % at 12.6 µM; hit rate 0.086% among 350,000;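 active = mean inhibition across replicates of 30% or more, regardless of how many single replicates reach that level; inconclusive = mean under 30% yet at least half of replicates reach 30%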;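 also: positive control wells lacked labelled fibronectin entirely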
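test system = AH1F fibroblasts assembling fluorescent fibronectin matrix | quantity = 10000 AH1F cells per well | buffer or medium = DMEM plus 2% serum, read in PBS | doses = single dose, pinned | incubation = 1 h cell attachment, overnight exposure to compound and label | detection = fluorescence at 485 nm excitation, 525 nm emission | read-out basis = inhibition from reduced deposited-fibronectin fluorescence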
An asterisk follows results filed as active; ? = inconclusive; / = not tested or not shown; [ ] = remark or other dose.

Order of values – PGC1a acetyl inh	Cneo AK release	miR-122 sensor	CFTR F508del cor	C2C12 statin	FN deposit inh	PglD DTNB	INS-1E GSIS act
- COc1cc(CC(=O)OCC(=O)Nc2ccccc2C#N)cc(OC)c1OC
  -2	1	-8	-1.5	-6	-2	-1	-4
- O=C(c1ccc(N2CCCCC2)c([N+](=O)[O-])c1)N1CCOCC1
  15	-1	2	/	-3	-3	-3	/
- Clc1ccc(CN(CC2CCCO2)C(c2cccs2)c2nnnn2C2CCCC2)cc1 (stereo unspecified)
  -14	-1	23	/	-18	8	-1	27
- COc1ccc(CNC(=O)[C@H](C)N2C(=O)N3CCc4c([nH]c5ccc(OC)cc45)[C@@]3(C)C2=O)cc1
  -13	0	-8	2.2	10	/	-3	/
- O=C(NC1CCC1)[C@H]1[C@H](CO)[C@H]2Cn3c(cccc3=O)[C@H]2N1CCc1ccccc1
  /	-4	/	/	1	/	2	-4
- O=C(CCc1nnc(-c2ccc3c(c2)OCO3)o1)NC(c1ccccn1)C(F)(F)F (stereo unspecified)
  2	/	/	0.3	/	-2	/	18
- C[C@@H]1CN([C@@H](C)CO)C(=O)c2cc(NC(=O)Nc3ccc4c(c3)OCO4)ccc2O[C@@H](C)CCCCO[C@@H]1CN(C)C(=O)C1CCCCC1
  -4	3	3[16.7 µM]	-1.0	/	/	-1	-3
- O=C(CSc1nncc(=O)[nH]1)NCc1ccccc1
  3	/	/	0.3	8	-2	/	/
- Cc1cc(=O)oc2cc(OCC(=O)OCC(=O)Nc3c(C)n(C)n(-c4ccccc4)c3=O)ccc12
  -8	/	/	-0.3	3	-1	/	8
- CN1C(=O)c2cc(NC(=O)Cc3ccccc3)ccc2OC[C@@H]2O[C@H](CC(=O)O)CC[C@H]21
  3	6	-25[16.7 µM]	-0.4	1	-2	-3	10
- O=C(NCCN1CCN(C(=O)c2cc3ccccc3oc2=O)CC1)c1cc2ccccc2oc1=O
  9	-1	-6	/	-7	/	-5	/
- C[C@H]1CN([C@@H](C)CO)C(=O)c2c(c3ccccc3n2C)-c2ccccc2CO[C@@H]1CN(C)S(=O)(=O)c1cccc(F)c1
  -18	-2	/	1.0	/	5	3	-10
- O=S(OCCN1CCCC1)C(c1ccccc1)c1ccccc1 (stereo unspecified)
  -6	0	-10	2.1	-2	-3	0	9
- C#Cc1ccc(CN2CCN(CCCc3ccccc3)C(CCO)C2)cc1 (stereo unspecified)
  /	3	7	-2.1	-3	0	11	-26
- C[C@@H]1CN([C@H](C)CO)C(=O)c2cc(NC(=O)NC3CCCCC3)ccc2O[C@@H](C)CCCCO[C@H]1CN(C)Cc1ccncc1
  10	6	-4[16.7 µM]	-0.2	-44	-5	4	-1
- CNC[C@H]1Oc2ccc(NS(C)(=O)=O)cc2C(=O)N([C@@H](C)CO)C[C@H]1C
  8	2	1[16.7 µM]	-3.7	10	/	4	0
- CCc1ccc2[nH]c(=O)c(C(c3nnnn3CC3CCCO3)N3CCN4CCCC4C3)cc2c1 (stereo unspecified)
  -7	1	-7	/	15	4	-4	2
- C[C@@H]1CCCCO[C@H](CN(C)S(=O)(=O)c2ccccc2)[C@H](C)CN([C@@H](C)CO)C(=O)c2cc(NC(=O)Nc3cccc4ccccc34)ccc2O1
  -1	-3	1[16.7 µM]	-1.0	/	3	0	20
- CCCC(C)Sc1nc2c([nH]1)c(=S)n(C)c(=O)n2C (stereo unspecified)
  1	2	/	6.4	1	/	-4	/
- O=C(NC1CCCCC1)C(c1cccnc1)N(C(=O)c1csnn1)c1ccccc1 (stereo unspecified)
  0	7	-3	-1.8	17	8	4	20
- CC1Cc2ccccc2N1C(=O)CSc1nnnn1C(C)C (stereo unspecified)
  /	2	-15	/	/	/	1	24
- COc1ccc(OC)c(NC(=S)N2c3ccccc3CC2C)c1 (stereo unspecified)
  1	1	4	-0.4	11	/	-5	-12
- COc1ccc(OCCOc2ccc(S(=O)(=O)N3CCCC3)cc2C(N)=O)cc1
  9	3	-1	-1.6	-9	-14	-4	-17
- CCN(CC)CCCC(C)n1c2nc(=O)[nH]c(=O)c-2nc2cc(Cl)ccc21 (stereo unspecified)
  -1	-1	-1	?	-39	-5	6	-7
- CN1C(=O)N(CC(=O)N2CCN(S(=O)(=O)c3ccc4c(c3)CCC4)CC2)C(=O)C12CCCCC2
  -1	3	-6	-2.3	1	-6	-2	-2
- CC(=O)NS(=O)(=O)c1ccc(NC(=O)c2ccc3c(c2)C(=O)N(CCC(C)C)C3=O)cc1
  0	-1	0	/	5	/	0	13
- Cc1ccccc1-c1cnc2c(c1)C(=O)N([C@@H](C)CO)C[C@@H](C)[C@@H](CN(C)Cc1cncnc1)O2
  -1	-6	20[16.7 µM]	0.0	24	/	0	30
- COC(=O)[C@H]1C[C@H](OC(=O)NCc2ccc(OC)c(OC)c2)[C@@]2(O)CN(S(=O)(=O)c3ccc(C)cc3)CC2[C@H]1C(=O)OC (stereo partly specified)
  1	0	-7	0.7	6	3	2	15
- CCCn1c(N)c(C(=O)CSc2nnc(N)s2)c(=O)[nH]c1=O
  2	2	-2	5.3	2	2	-1	3
- CCN1CCN(C(=O)c2cc3cc(F)ccc3[nH]2)CC1
  1	0	0	0.7	16	2	-10	-1
- S=c1[nH]nc(-c2cccnc2)n1Cc1ccccc1
  13	/	0	/	15	-5	/	7
- O=C(CCN1C(=O)/C(=C/c2ccc(F)cc2)SC1=S)NNC(=O)c1ccncc1
  4	-1	-2	-0.2	4	-6	0	/
- O=C(CSc1nc2c(sc3ccccc32)c(=O)n1CCO)NCc1ccco1
  12	1	1	/	6	5	0	/
- Cc1coc2c1C(=O)C(=O)c1c-2ccc2c(C)cccc12
  3	-1	3	/	-14	/	1	/
- C[C@H](CO)N1C[C@H](C)[C@@H](CN(C)S(=O)(=O)c2ccccc2F)Oc2cc(-c3ccncc3)ccc2S1(=O)=O
  -15	17	-16[16.7 µM]	-5.7	4	-2	2	-20
- COc1cc(C2CC(=O)Oc3c(C(CCN4CCN(c5ccccc5)CC4)c4ccc(N(C)C)cc4)c(OC)cc(OC)c32)cc(OC)c1OC (stereo unspecified)
  /	0	/	-0.9	3	-10	0	-10
- C[C@@H]1CCCCO[C@H](CN(C)C(=O)Nc2ccc(F)cc2)[C@@H](C)CN([C@H](C)CO)C(=O)c2cc(NC(=O)Nc3ccc(F)cc3)ccc2O1
  5	4	-1[16.7 µM]	-0.7	/	5	-1	25
- NS(=O)(=O)c1cc2c(cc1Cl)NC(Cc1ccccc1)NS2(=O)=O (stereo unspecified)
  2	0	-1	-0.1	-1	-4	5	-12
- NC(=O)CSc1nc(-c2ccccc2)nc2ccccc12
  -11	1	1	1.6	1	4	-7	10
- COc1ccc(CNC(=O)C[C@H]2CC[C@@H](NC(=O)Nc3ccc4c(c3)OCO4)[C@H](CO)O2)cc1
  -11	3	/	0.7	13	0	-4	-11
- Cn1cnc(S(=O)(=O)N2CCCCN3[C@H](C2)[C@H](c2ccc(C4=CCCC4)cc2)[C@@H]3CO)c1
  -2	1	5[16.7 µM]	2.0	/	/	1	/
- COc1ccc(CN(C)C[C@H]2Oc3ccc(NC(=O)Nc4ccc(OC)cc4)cc3CC(=O)N([C@H](C)CO)C[C@H]2C)cc1
  -6	13	-10[16.7 µM]	0.4	-35	/	0	-27
- CCC(C)(C)C1CCC2(CC1)NC(=O)N(CC(=O)N(C)Cc1ccc3c(c1)OCCO3)C2=O (stereo unspecified)
  6	1	-2	1.2	43	-4	-1	15
- c1ccc(-c2nnn(C34CC5CC(CC(C5)C3)C4)n2)cc1
  /	-2	-8	/	/	-1	0	/
- COC(=O)c1cc(=O)n2c(-c3ccccc3)csc2n1
  5	-3	-14	/	2	/	-1	/

Next section (4 carried over from the part before).
Order of values – PGC1a acetyl inh	Cneo AK release	miR-122 sensor	CFTR F508del cor	C2C12 statin	FN deposit inh	PglD DTNB	INS-1E GSIS act
- COc1ccc(CN(C)C[C@H]2Oc3ccc(NC(=O)Nc4ccc(OC)cc4)cc3CC(=O)N([C@H](C)CO)C[C@H]2C)cc1
  -6	13	-10[16.7 µM]	0.4	-35	/	0	-27
- CCC(C)(C)C1CCC2(CC1)NC(=O)N(CC(=O)N(C)Cc1ccc3c(c1)OCCO3)C2=O (stereo unspecified)
  6	1	-2	1.2	43	-4	-1	15
- c1ccc(-c2nnn(C34CC5CC(CC(C5)C3)C4)n2)cc1
  /	-2	-8	/	/	-1	0	/
- COC(=O)c1cc(=O)n2c(-c3ccccc3)csc2n1
  5	-3	-14	/	2	/	-1	/
- CCOC(=O)c1sc(-c2ccccc2)nc1C
  -4	/	/	0.4	/	-2	/	-1
- CO[C@H]1CN(C)C(=O)c2ccc(NC(=O)Cc3ccccc3)cc2OC[C@H](C)N(C)C[C@H]1C
  11	-9	/	-2.1	-15	0	-1	13
- Cc1c(NC(=O)COC(=O)CSc2ccc(C(N)=O)cc2[N+](=O)[O-])c(=O)n(-c2ccccc2)n1C
  -5	0	2	0.0	-5	4	-2	-3
- C[C@@H](CC#N)CN1CC[C@H](C(C)(C)C)CCC1=O
  -5	-3	3	-0.9	1	-6	-4	2

In a second layout: 3 of the compounds above.
CCOC(=O)c1sc(-c2ccccc2)nc1C
  PGC1a acetyl inh: -4 | Cneo AK release: / | miR-122 sensor: / | CFTR F508del cor: 0.4 | C2C12 statin: / | FN deposit inh: -2 | PglD DTNB: / | INS-1E GSIS act: -1

CO[C@H]1CN(C)C(=O)c2ccc(NC(=O)Cc3ccccc3)cc2OC[C@H](C)N(C)C[C@H]1C
  PGC1a acetyl inh: 11 | Cneo AK release: -9 | miR-122 sensor: / | CFTR F508del cor: -2.1 | C2C12 statin: -15 | FN deposit inh: 0 | PglD DTNB: -1 | INS-1E GSIS act: 13

Cc1c(NC(=O)COC(=O)CSc2ccc(C(N)=O)cc2[N+](=O)[O-])c(=O)n(-c2ccccc2)n1C
  PGC1a acetyl inh: -5 | Cneo AK release: 0 | miR-122 sensor: 2 | CFTR F508del cor: 0.0 | C2C12 statin: -5 | FN deposit inh: 4 | PglD DTNB: -2 | INS-1E GSIS act: -3

This is a random part of the collection. About 2.1% of those tested had a hit in this group.
